Screening data from PubChem.
697 NFkB inh: inhibitors of PMA/ionomycin-induced NF-kB reporter, 697 cells, primary screen, B-cell NF-kB inhibitor project, cell-based, luminescence, uHTS. 697 B-cell NF-kB luciferase reporter, 16 h. inhibition, % at 4 µM. AID 435022, 2010. actives 0.33% (n = 330,000); in the data active means inhibition above about 35%
Mdm2-MdmX inh: inhibitors of human Mdm2-MdmX association, primary screen, cell-based, luminescence, split luciferase, SaOS-2, uHTS | Protein Mdm4 (Homo sapiens) + E3 ubiquitin-protein ligase Mdm2 (Homo sapiens), … | SaOS-2 split-luciferase Mdm2/MdmX complementation | inhibition, % at 8 µM | actives 3% (n = 330,000) | AID 485346, 2010;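 active means inhibition of at least 50% at 8 µM in the primary screen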
UPR XBP1 act: activators of adaptive XBP1 UPR arm, primary screen, cell-based, CHO-XBP1 luciferase reporter, luminescence, uHTS | IRE1-XBP1 UPR activation; percent of tunicamycin response, DMSO as zero | activation, % at 20 µM | actives 0.33% (n = 330,000);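 active means versus positive control, 20 µM dose yields 30% or more activation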;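 further: 100% = tunicamycin at 10 µg/mL and 0% = DMSO only wells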
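assay system = CHO-XBP1 luciferase reporter cells | amount = 1000 cells/well | buffer or medium = F12 plus 10% FBS | compound dosing = single point, 20 µM final compound, 1% DMSO | incubation = 16-18 h cell attachment at 37 °C, then 6 h compound exposure | detection = Steady-Glo luminescence read | controls = tunicamycin 10 µg/mL and vehicle-only wells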
CCR6 antag: CCR6 receptor antagonists, primary screen, cell-based, CHO-K1, luminescence, beta-arrestin, uHTS; C-C chemokine receptor type 6 (Homo sapiens), P51684; CHO-K1 CCR6 PathHunter beta-arrestin, CCL20-stimulated; inhibition, % at 20 µM; actives 0.49% (n = 340,000);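 active means compounds whose inhibition of the agonist-driven luminescence signal at 20 µM reaches about 50%, limit read from the data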;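 further: cells stimulated with CCL20 at 14 nM final; plate controls were DMSO with CCL20 for no effect and DMSO without agonist for full effect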
Target sequence (P51684 whole entry, looked up): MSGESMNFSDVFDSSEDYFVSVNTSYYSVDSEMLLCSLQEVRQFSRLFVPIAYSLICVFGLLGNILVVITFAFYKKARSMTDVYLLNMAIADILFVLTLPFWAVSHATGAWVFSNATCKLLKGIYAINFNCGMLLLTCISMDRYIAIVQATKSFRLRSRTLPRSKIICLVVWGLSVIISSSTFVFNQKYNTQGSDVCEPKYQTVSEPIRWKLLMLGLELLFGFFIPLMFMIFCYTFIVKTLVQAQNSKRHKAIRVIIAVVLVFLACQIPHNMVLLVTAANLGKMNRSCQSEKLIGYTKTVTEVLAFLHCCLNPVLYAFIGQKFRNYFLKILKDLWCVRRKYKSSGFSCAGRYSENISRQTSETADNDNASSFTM
UPR CHOP act: activators of apoptotic CHOP UPR arm, primary screen, cell-based, CHO-CHOP luciferase reporter, luminescence, uHTS; UPR activation; percent of tunicamycin response over DMSO baseline; activation, % at 10 µM; actives 0.34% (n = 330,000);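 active means at 10 µM dose, activation of 40% or more, normalized to positive control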;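 further: 100% = tunicamycin at 10 µg/mL and 0% = DMSO alone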
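System: CHO-CHOP luciferase reporter cell line | Buffer or medium: F12 medium containing 10% fetal bovine serum | Doses: One dose, 10 µM in 0.5% DMSO | Times: 6 h compound exposure at 37 °C after overnight seeding | Signal: Luciferase luminescence | Read-out: % activation vs tunicamycin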
EBI2 antag: EBI2 receptor antagonists, beta-arrestin recruitment, primary screen, cell-based, luminescence, 7a,25-OHC stimulation, uHTS | G-protein coupled receptor 183 (Homo sapiens), P32249 | actives 0.81% (n = 360,000) | 7a,25-OHC stimulated | inhibition, % at 5 µM; in the data active means inhibition above about 38%;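 further: enzyme fragment complementation signal reports receptor beta-arrestin coupling in cells; 0% = agonist plus DMSO wells and 100% = wells without agonist; some results beyond the cut were filed as inactive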
Target sequence (P32249 whole entry, looked up, the tested form may be a part): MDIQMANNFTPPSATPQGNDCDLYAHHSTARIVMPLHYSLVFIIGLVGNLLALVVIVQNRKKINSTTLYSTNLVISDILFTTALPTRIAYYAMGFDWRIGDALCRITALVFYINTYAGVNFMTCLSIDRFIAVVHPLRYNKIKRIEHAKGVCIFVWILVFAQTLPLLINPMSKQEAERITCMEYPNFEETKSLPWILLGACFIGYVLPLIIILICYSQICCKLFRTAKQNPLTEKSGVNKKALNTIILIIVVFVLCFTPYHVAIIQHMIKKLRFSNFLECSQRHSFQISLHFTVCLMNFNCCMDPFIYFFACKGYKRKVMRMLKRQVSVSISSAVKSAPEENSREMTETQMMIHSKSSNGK
CXCR6 block: CXCR6 receptor inhibitors, primary screen, cell-based, beta-arrestin, luminescence, CHO-K1 PathHunter, 1536-well; inhibition, % at 20 µM; actives 0.36% (n = 360,000); C-X-C chemokine receptor type 6 (Homo sapiens), O00574; AID 602244, 2012; in the data active means inhibition above about 34%, passing the limit was not always enough;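 further: antagonist mode with CXCL16 agonist at 10 nM final; 0% = 10 nM CXCL16 with DMSO and 100% = unstimulated wells without agonist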
Target sequence (O00574 whole entry, looked up): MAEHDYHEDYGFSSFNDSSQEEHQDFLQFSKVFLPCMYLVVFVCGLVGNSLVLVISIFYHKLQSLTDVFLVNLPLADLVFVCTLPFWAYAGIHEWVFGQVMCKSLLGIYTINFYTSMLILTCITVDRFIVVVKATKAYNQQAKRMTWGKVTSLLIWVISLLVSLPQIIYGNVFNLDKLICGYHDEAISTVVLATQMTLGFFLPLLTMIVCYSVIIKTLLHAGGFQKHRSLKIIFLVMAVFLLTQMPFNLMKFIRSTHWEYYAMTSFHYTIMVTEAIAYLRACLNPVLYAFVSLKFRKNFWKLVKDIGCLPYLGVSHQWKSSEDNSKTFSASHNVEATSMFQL
Jurkat NFkB inh: inhibitors of induced NF-kB luciferase reporter, primary screen, TCR NF-kB activation inhibitor project, cell-based, luminescence, uHTS; Jurkat, PMA/ionomycin-induced NF-kB luciferase reporter; actives 0.53% (n = 330,000); inhibition, % at 4 µM; AID 435003, 2010; in the data active means inhibition above about 50%
Gli-Sufu antag: Gli-Sufu pathway antagonists, primary screen, luciferase luminescence, Sufu-KO-LIGHT cells, uHTS | Sufu-KO-LIGHT fibroblasts, Gli luciferase reporter luminescence | inhibition, % at 5 µM | actives 0.74% (n = 340,000);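 active means inhibition above about 55%, limit read from the data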;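 further: 0% = DMSO-treated cells and 100% = wells with medium but no cells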
The depositor's hits bear a star; . = not tested or not shown.

SMILES	697 NFkB inh	Mdm2-MdmX inh	UPR XBP1 act	CCR6 antag	UPR CHOP act	EBI2 antag	CXCR6 block	Jurkat NFkB inh	Gli-Sufu antag
Cc1nn2c(=O)nc3sc4c(c3c2[nH]c1=O)CCCC4	7	22	-1	.	-1.3	.	.	-3	.
Cc1ccc(-c2cc(C(F)F)n3ncc(C(=O)N4CCN5CCCC5C4)c3n2)cc1 (stereo unspecified)	21	12	4	12	3.4	11	2	0	31
Cc1nc2ccc(C(=O)N3c4ccccc4CC3C)cc2s1 (stereo unspecified)	-75	66*	-1	13	1.6	-4	5	55*	3
Cn1c(Sc2ccc([N+](=O)[O-])cc2C(F)(F)F)nnc1-c1ccccc1	-15	2	-2	-2	-1.2	-2	2	7	4
Cc1ccc(NC(=O)COC(=O)Cn2cnc3ccccc32)cc1S(=O)(=O)N(C)C	11	4	0	9	0.0	-9	-13	-9	3
C=CCn1c(SCCN2CCOCC2)nc2c1c(=O)[nH]c(=O)n2C	14	30	2	-2	-0.5	-3	1	7	-11
NC(=O)C1CCN(Cc2nc3c(Br)cc(Br)cc3c(=O)[nH]2)CC1	-7	6	0	16	-0.9	1	7	-7	5
CSc1nc2ccc(NS(=O)(=O)c3ccc([N+](=O)[O-])cc3)cc2s1	20	10	1	7	1.1	-1	-8	-2	-26
CC(C)c1ccc(S(=O)(=O)N2CCN(C(=O)Cc3ccsc3)CC2)cc1	-6	-8	-2	16	-1.3	-4	1	-6	40
Cc1c(CCC(C)C)c(=O)n2c([nH]c3ccccc32)c1C#N	-16	73*	2	11	-0.4	-14	-2	13	9
CCOc1cc(/C=C2/NC(=O)N(CC(=O)OC)C2=O)ccc1O	-15	13	0	-12	-1.0	-7	4	-6	32
Cc1ccc(C(=O)Nc2ccc3c(c2)OCO3)cc1S(=O)(=O)N1CCCCC1	-36	-7	6	13	2.3	1	4	-16	-11
CC(OC(=O)c1c[nH]c2ccccc12)C(=O)N1CCCC1 (stereo unspecified)	-13	-2	-1	3	90*	-2	0	6	0
CCOc1ccc(OCCSc2ccc(S(=O)(=O)N3CCN(C)CC3)cn2)cc1	-7	0	1	17	-1.3	17	-5	-6	17
C[n+]1ccc(/C=C/c2c[nH]c3ccccc23)cc1	1	16	-1	-1	-0.7	-10	-12	11	9
Cc1ccc(CNC(=O)C2COc3ccccc3O2)cc1 (stereo unspecified)	-8	10	-1	-1	5.1	-2	4	-22	-31
Nc1nc(-c2ccc3ccccc3c2)cs1	-114	-182	5	-1	2.1	-9	-9	-159	-98
CCP(=O)(c1ccccc1)C(C)(C)O (stereo unspecified)	1	-16	-1	-9	0.9	-3	-8	5	-3
CN(C)c1ccc(N=Nc2ccccc2C(=O)OCC(=O)N(C)C2CCCCC2)cc1	-40	-26	10	3	6.1	-6	3	-5	-6
Cc1ccc(S(=O)(=O)c2nc(S(=O)(=O)c3ccc(C)cc3)c(N3CCN(CCO)CC3)s2)cc1	-18	44	-3	13	2.8	6	-2	26	55*
COC(=O)c1ccc(S(=O)(=O)N2CCN(C)CC2)n1C	11	15	-2	-2	-1.3	6	13	-1	0
CS(=O)(=O)Nc1ccc2c(c1)ncn2CCc1ccccc1	-20	-11	4	-1	-1.5	6	0	-21	-1
c1ccc(Cn2c(-c3ccco3)nc3nc4ccccc4nc32)cc1	-35	-191	1	17	10	6	2	-36	-59
O=C(Cc1cccs1)Nc1nc(-c2ccccc2)cs1	-2	-1	3	-5	1.7	-4	-12	-6	-16

Some of the entries so far, with bars between the fields.
Molecule | 697 NFkB inh | Mdm2-MdmX inh | UPR XBP1 act | CCR6 antag | UPR CHOP act | EBI2 antag | CXCR6 block | Jurkat NFkB inh | Gli-Sufu antag
CCP(=O)(c1ccccc1)C(C)(C)O (stereo unspecified) | 1 | -16 | -1 | -9 | 0.9 | -3 | -8 | 5 | -3
CN(C)c1ccc(N=Nc2ccccc2C(=O)OCC(=O)N(C)C2CCCCC2)cc1 | -40 | -26 | 10 | 3 | 6.1 | -6 | 3 | -5 | -6
Cc1ccc(S(=O)(=O)c2nc(S(=O)(=O)c3ccc(C)cc3)c(N3CCN(CCO)CC3)s2)cc1 | -18 | 44 | -3 | 13 | 2.8 | 6 | -2 | 26 | 55*
COC(=O)c1ccc(S(=O)(=O)N2CCN(C)CC2)n1C | 11 | 15 | -2 | -2 | -1.3 | 6 | 13 | -1 | 0
CS(=O)(=O)Nc1ccc2c(c1)ncn2CCc1ccccc1 | -20 | -11 | 4 | -1 | -1.5 | 6 | 0 | -21 | -1

Other structures
SMILES	697 NFkB inh	Mdm2-MdmX inh	UPR XBP1 act	CCR6 antag	UPR CHOP act	EBI2 antag	CXCR6 block	Jurkat NFkB inh	Gli-Sufu antag
CCN(C(=O)Cc1c(C(=O)O)n(CC)c2ccccc12)c1cccc(C(F)(F)F)c1	13	12	7	-6	1.0	-5	-16	-6	-1
CC(C)CCNC(=O)NC(=O)CSc1nnc(-c2ccccc2Br)o1	-2	7	-2	3	-1.3	-10	-3	2	-1
O=C1CCCN1CCCNS(=O)(=O)c1cccs1	-11	4	1	-6	-1.2	-8	4	-10	0
COc1cccc(/C=C2\SC(=S)N(CCCC(=O)N3CCCCC3)C2=O)c1	20	88*	-6	8	1.2	1	-4	16	6
O=CN1CCN(C(=O)c2ccc3c(c2)OCO3)CC1	-10	10	-3	2	0.6	8	7	1	-3
CCn1c(SCC(=O)NC2CCCCC2)nnc1-c1cc2cccc(OC)c2o1	5	13	-1	-7	-1.0	8	4	-9	6
S=C(NCCC(c1ccccc1)c1ccccc1)Nc1ccc(Cl)cc1	-5	37	-1	19	0.5	7	-3	-4	3
Cn1c(O)c(/C=N/Nc2ccccc2)c(=O)n(C)c1=O	6	-4	4	-1	-0.8	-7	-7	9	13
O=C(CSc1ccc(Cl)cc1)Nc1ccc(N2CCN(C(=O)c3ccco3)CC2)cc1	-18	28	-1	-2	-0.9	19	-6	-7	-29
C/C(N)=C(/C#N)C(=O)COC(=O)CCCNC(=O)c1ccc(Cl)cc1	5	3	-2	12	-0.7	4	1	-8	2
COc1cc(S(=O)(=O)N2CCOCC2)ccc1NC(=O)CSc1n[nH]c(=O)[nH]c1=O	13	3	-5	8	0.9	1	-8	6	-3
O=C1c2ccccc2C(Nc2ccc3c(c2)OCO3)N1Cc1ccco1 (stereo unspecified)	-2	-1	-3	16	0.9	-9	2	11	2
COc1ccc(C=NNC(=O)NN=Cc2ccc(OC)c(OC)c2)cc1OC	.	.	.	5	.	-8	-20	.	-59
CC(Oc1ccc2c(=O)c(-c3ccc(Cl)cc3)c(C(F)(F)F)oc2c1)C(=O)O (stereo unspecified)	-4	-44	2	14	-0.4	0	6	-8	3
O=C(CN1C(=O)NC2(CCCC2)C1=O)c1ccc(Cl)s1	4	-2	-1	-9	2.4	2	8	16	-5
COC(=O)c1c(C)[nH]c(C(=O)CN2C(=O)NC3(CCOc4ccccc43)C2=O)c1C (stereo unspecified)	-3	7	0	4	-0.9	0	3	-10	5
Cc1ccc(-c2nnc(SCC(=O)NNC(=O)COc3cccc4ccccc34)n2C)cc1	-13	0	2	.	-1.0	.	.	-14	.
CCOc1ccccc1CNCCNC(=O)c1nonc1N	12	2	-3	13	0.0	-7	5	9	-2
Cc1ccc(NC(=O)COc2ccccc2C(=O)NCCN(C)C)cc1	4	21	-1	.	-0.4	.	.	-2	.
COc1ccc(C2=CC(=O)C[C@H](c3ccc(OC)cc3)C2)cc1	-7	-3	0	-3	1.6	54*	0	-16	-43
C=CCNC(=O)C1CCN(c2cc(C)nc(-c3ccccc3)n2)CC1	16	-15	2	5	0.3	-6	-3	-1	41
COc1ccccc1/C=C1\SC(=S)N(CCC(=O)Nc2cc(C)on2)C1=O	51*	-9	0	21	0.3	-1	5	1	14
O=C1N(CCCN2C(=O)C3(OCCO3)c3ccccc32)c2ccccc2C12OCCO2	-26	-16	0	2	-0.4	6	4	12	10
N#C/C(=C\c1ccc(Sc2ccccc2)o1)c1nc2ccccc2[nH]1	-121	-84	5	15	8.5	16	20	-119	-50
O=C(Cc1ccccc1)NNC1CC(=O)N(c2ccccc2)C1=O (stereo unspecified)	-12	0	-1	3	1.6	-13	-3	17	-1
CC(C)=CCc1ccc(O)c(=O)cc1C(C)C	.	.	.	12	.	-7	8	.	31
Nc1nc(F)cc(N2CCCCCC2)n1	-2	-7	-1	-3	-0.8	-7	2	-3	-5
O=C(NCc1ccc(F)cc1)C1CC(=O)N(CCc2ccccc2)C1 (stereo unspecified)	-25	-1	-6	-2	-2.9	7	-3	-7	8
COc1ccc(OC)c(Nc2c3ccccc3nc3ccccc23)c1	-67	73*	-2	32	3.0	5	14	31	30
O=C(C1CCN(S(=O)(=O)c2ccccc2F)CC1)N1CCCC1	0	9	3	0	-0.5	4	-2	-18	-16
CSCCC(NC(=O)COc1ccccc1)C(=O)N(C)Cc1cccc(F)c1 (stereo unspecified)	21	15	-4	11	-0.2	-4	5	8	6
O=C(NC1CCCCC1)C(c1ccccc1F)N(Cc1ccco1)C(=O)Cn1nnc2ccccc21 (stereo unspecified)	10	13	-4	20	0.4	8	8	5	-1
c1ccc(OCc2nnc3n2CCCCC3)cc1	3	19	0	9	0.2	-9	-5	10	-4
O=C(NCc1ccccn1)c1cc(-n2cnnc2)ccc1Cl	-2	2	1	-13	1.6	-5	2	12	-8
Cc1ccc(Oc2cc(NC(=O)CCCn3nc([N+](=O)[O-])c(Cl)c3C)cc([N+](=O)[O-])c2)cc1	9	20	-1	28	0.9	29	2	3	-1
Cc1ccc(SSc2cc(C)ccc2N)c(N)c1	-147	7	9	15	3.1	27	3	-92	-95
CCc1cccc(CC)c1NC(=O)C1CCN(C(=O)c2ccco2)CC1	-6	-13	-2	-5	-0.2	7	5	7	40
C=CCNc1nc2c(c(=O)n(C)c(=O)n2C)n1CCCCCC	7	8	2	11	1.1	1	-8	48	69*
O=C(COc1ccccc1)Nc1nnc(-c2ccc3c(c2)CCCC3)o1	-34	-36	2	14	3.7	-2	12	-10	-37
Cn1cc(C(=O)N2CCN(c3ccccc3)CC2)c(=O)c2cc(S(=O)(=O)N3CCCC3)ccc21	9	-2	-7	9	0.9	-4	4	4	-2
O=C(CN1CCCCC1)Nc1ccc(Br)cc1[N+](=O)[O-]	2	-17	-2	15	1.6	-10	-19	-13	-16
O=[N+]([O-])c1ccc2c(c1)c1ccccc1n2CCO	13	18	-3	19	0.0	-6	-8	6	5
O=C(NNC(=O)c1cccs1)c1ccc(F)cc1	-14	6	1	4	0.7	-8	5	-17	-24
N#Cc1c(SCc2ccccc2)sc(C(=O)c2ccccc2)c1N	-9	22	6	21	3.4	22	6	-13	6
Cc1c(NC(=O)NC2CCCCC2)cccc1[N+](=O)[O-]	1	13	5	5	-0.2	2	6	-4	-8
NC(=O)C1CCN(c2oc(-c3cccs3)nc2S(=O)(=O)c2ccc(Cl)cc2)CC1	-5	-8	-3	2	1.0	7	6	6	-15

Not a hit list; 5% or so of the library scored in one or more.
